Screening data deposited in PubChem BioAssay by National Center for Advancing Translational Sciences (NCATS).
Epigenetic derep: epigenetic control regulation, reporter derepression | 280,000 compounds, 0.2% hits | murine LDR cells, GFP reporter derepression, 30 h | Potency, µM (top dose mostly 53.9 µM), for the others: top-dose GFP activation, usual class: activators; also: potency is read from the fitted curve at half-maximal effect; % of control where 0% means no effect; nearly all actives have a fitted effect of over 60% in size
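Readout is the number of GFP-expressing murine LDR cells, counted by cytometry following washing. Cells were treated with compound for 30 h at 37 C; the stably integrated CMV-GFP locus is normally silent.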
GLA spleen mod: inhibitors or activators of human alpha-galactosidase in spleen homogenate; P06280; human spleen homogenate, 4MU-alpha-Gal fluorescence, 40 min; Potency, µM (doses to about 80 µM), without a hit: at the highest dose activity change, negative = inhibition, hits mostly inhibitors; 240,000 compounds, 0.008% hits;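 also: potency is read from the fitted curve at half-maximal effect; 0% = enzyme with vehicle and -100% = no enzyme basal signal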
Target sequence (P06280 32-429 limits assumed): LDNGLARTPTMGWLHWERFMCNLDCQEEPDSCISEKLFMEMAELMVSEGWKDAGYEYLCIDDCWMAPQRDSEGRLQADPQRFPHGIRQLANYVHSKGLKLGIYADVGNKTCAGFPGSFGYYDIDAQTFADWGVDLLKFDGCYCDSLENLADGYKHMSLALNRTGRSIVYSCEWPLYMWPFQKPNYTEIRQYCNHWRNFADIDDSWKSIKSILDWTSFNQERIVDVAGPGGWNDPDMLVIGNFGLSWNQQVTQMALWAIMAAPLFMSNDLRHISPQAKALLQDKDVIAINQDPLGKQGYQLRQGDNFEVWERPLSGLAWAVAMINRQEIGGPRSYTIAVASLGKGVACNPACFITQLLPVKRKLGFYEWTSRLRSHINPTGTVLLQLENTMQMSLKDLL
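Human spleen homogenate (1 ug) as enzyme source, 4-methylumbelliferyl-alpha-D-galactopyranoside 1 mM final, citrate/phosphate pH 5.0 with 0.01% Tween-20. Compounds 40 min at 37C, NaOH/glycine stop; fluorescence Ex 365/Em 440, Hill-fit AC50.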
TRb SRC2 PPI: TRbeta-SRC2 interaction inhibition; P10828; AID 1469; 280,000 compounds, 0.065% hits; Potency, µM (titrated, usually from 106 µM), for the others: top-dose activity change, negative = inhibition, actives largely listed as inhibitors; TRbeta-SRC2 peptide binding, fluorescence polarization; receptor liganded with 1 µM T3;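 also: potency is read from the fitted curve at half-maximal effect; plate controls were bound peptide for no effect and peptide without receptor for full effect; nearly all actives have a fitted effect of over 50% in size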
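Human TRb LBD (0.6 uM) plus Texas Red-labeled SRC2 peptide (20 nM), 1uM T3, 5% DMSO, 5 hr at ambient temperature. Decreased polarization (555/632 nm) flags inhibition; data normalized to free and bound peptide controls.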
CBFb-RUNX1 inh: CBF-beta/RUNX1 interaction disruption; AlphaScreen CBFb-His/RUNX1-biotin binding, biochemical; Potency, µM (highest dose often 59.8 µM), for inactives: at the top dose activity, negative = inhibition, most hits filed as inhibitors; 230,000 tested, under 10 active; AID 1477; also: % of control where 0% means no effect
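Inhibition was taken as any reduction in AlphaScreen signal from the CBF-beta–RUNX1 pair (His and biotin tags, 30 nM each), measured after compound (15 min) and bead (90 min) incubations at room temperature.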
NPSR antagonist: blocks cAMP signaling of the human neuropeptide S receptor; Q6W5P4; CHO-NPSR cells, cAMP TR-FRET, antagonist mode; Potency, µM (series often up to 38.3 µM), for the others: top-dose activity change, negative = inhibition, usual class: inhibitors; 220,000 compounds, 1% hits; AID 1461; also: potency is read from the fitted curve at half-maximal effect; % is scaled to controls: 0 for no effect and ±100 for the full control effect; nearly all actives have a fitted effect of over 50% in size; many of its hits are not listed in these tables
Target sequence (Q6W5P4 whole entry, looked up): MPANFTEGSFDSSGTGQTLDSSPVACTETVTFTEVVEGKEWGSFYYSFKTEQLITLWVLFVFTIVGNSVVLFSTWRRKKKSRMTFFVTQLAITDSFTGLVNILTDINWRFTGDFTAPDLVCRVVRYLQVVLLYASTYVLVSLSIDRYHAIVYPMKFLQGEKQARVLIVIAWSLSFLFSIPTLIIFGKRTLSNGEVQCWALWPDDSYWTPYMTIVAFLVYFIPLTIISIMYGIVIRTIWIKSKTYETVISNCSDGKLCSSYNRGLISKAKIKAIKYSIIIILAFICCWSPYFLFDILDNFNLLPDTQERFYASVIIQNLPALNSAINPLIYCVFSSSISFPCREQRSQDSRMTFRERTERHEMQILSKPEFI
TexasRed fluor: counter-screen for TRb-SRC2 inhibitors: fluorescence interference; Potency, µM (titrated, usually from 106 µM), inactives show top-dose fluorescence change, negative = quenching; TRb/SRC2 Texas Red total fluorescence interference; 280,000 compounds, 0.29% hits; AID 1479; active = well fitted curve in either direction with a large enough effect; inconclusive = small, poorly fitted or top-dose-only effect; also: potency is read from the fitted curve at half-maximal effect; % is scaled to controls: 0 for no effect and ±100 for the full control effect
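Human TRb ligand-binding domain at 0.6 uM with 20 nM Texas Red SRC2 peptide in Tris buffer containing 1 uM T3 and 5% DMSO, incubated with compound 5 h at ambient temperature. Total fluorescence (555/632 nm) calculated as parallel + 2 × perpendicular.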
Tau fluor counter: counter-screen for tau fibril formation inhibitors | tau K18 P301L (four-repeat tau fragment) Alexa594 fluorescence, heparin fibrillization | Potency, µM (series often up to 57.7 µM), for inactives: at the highest dose activity change, negative = decrease | 280,000 compounds, 0.93% hits; also: potency is read from the fitted curve at half-maximal effect; % is scaled to controls: 0 for no effect and ±100 for the full control effect; nearly all actives have a fitted effect of over 55% in size
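Human K18 P301L tau (15 uM unlabeled plus 0.24 uM Alexa 594-labeled, final) in 100 mM sodium acetate pH 7 was mixed with compound and 20 uM heparin and incubated 6 hr at 37 C.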
Tau FP inhib: blocks human tau fibril formation measured by polarization. P10636. K18 P301L tau heparin fibrillization, Alexa594 FP, 6 h. Potency, µM (highest dose often 57.7 µM), for inactives: at the highest dose activity, negative = inhibition, hits mostly inhibitors. 280,000 compounds, 0.39% hits. AID 1468; also: potency is read from the fitted curve at half-maximal effect; % is scaled to controls: 0 for no effect and ±100 for the full control effect; nearly all actives have a fitted effect of over 55% in size
Target sequence (P10636 561-689 P618L limits assumed): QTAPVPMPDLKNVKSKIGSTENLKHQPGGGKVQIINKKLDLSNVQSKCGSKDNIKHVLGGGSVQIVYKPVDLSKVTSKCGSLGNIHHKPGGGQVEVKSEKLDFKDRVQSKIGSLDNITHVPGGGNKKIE
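K18 P301L tau (15 uM unlabeled/0.24 uM Alexa 594-labeled, final) + compound + heparin 20 uM final; 100 mM NaOAc pH 7; 6 hr 37 C; ThT 30 uM final added, 1 hr RT; FP ex 555/em 632 nm.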
Active calls of the source: *; [ ] = remark or other dose. Unless noted, calls follow the shape of the dose curve; as a rule, active = well fitted curve in the direction sought with a large enough effect; inconclusive = small, poorly fitted or top-dose-only effect, or another doubt; inactive = no such curve, though single readings can be large; an effect the other way counts as inactive or inconclusive. Only part of the results is shown; rates above refer to the full screens.

COCc1nnc(NC(=O)c2ccco2)s1 was read as Epigenetic derep 0.0%, GLA spleen mod -3%, TRb SRC2 PPI 12%, CBFb-RUNX1 inh 3%, NPSR antagonist 3%[46.1 µM], TexasRed fluor -4%, Tau fluor counter 2% and Tau FP inhib -5%.
`COCCCNC(=O)c1sc2nc(C)c(C(=O)Nc3ccc(C)cc3C)c(-c3ccc(Br)cc3)c2c1N` gave Epigenetic derep -1.4%, TRb SRC2 PPI -1%, TexasRed fluor -1%, Tau fluor counter -28% and Tau FP inhib 3%.
Screening COCC(=O)Nc1cc(=O)n(C)c(=O)n1C returned Epigenetic derep 0.0%, GLA spleen mod -3%, TRb SRC2 PPI -14%, CBFb-RUNX1 inh 6%, NPSR antagonist 6%[46.1 µM], TexasRed fluor -5%, Tau fluor counter 13% and Tau FP inhib -1%.
Screening Cc1cc2cc(CNC(=O)C(C)Oc3ccccc3)ccc2n1C (stereo unspecified) returned Epigenetic derep 2.1%, GLA spleen mod 1%, TRb SRC2 PPI -18%, CBFb-RUNX1 inh inconclusive, NPSR antagonist -13%, TexasRed fluor 16%, Tau fluor counter -24% and Tau FP inhib -3%.
`CC1CCCN(C(=O)COC(=O)c2ccc[nH]c2=O)C1` (stereo unspecified) gave Epigenetic derep -0.2%, GLA spleen mod 2%, TRb SRC2 PPI 0%, CBFb-RUNX1 inh 1%, NPSR antagonist -5%[46.1 µM], TexasRed fluor -3%, Tau fluor counter -5% and Tau FP inhib 4%.
For Oc1ccc2ccccc2c1CN1CCN(c2ccccc2F)CC1 the results were Epigenetic derep 0.0%, GLA spleen mod 2%, TRb SRC2 PPI -4%, CBFb-RUNX1 inh 3%, NPSR antagonist -32%, TexasRed fluor -1%, Tau fluor counter inconclusive and Tau FP inhib 7%.
For O=C(CCCOc1ccc(Cl)cc1Cl)Nc1ccc(O)cc1C(=O)O the results were Epigenetic derep -0.3%, GLA spleen mod 5%, TRb SRC2 PPI -5%, CBFb-RUNX1 inh -3%, NPSR antagonist -2%[7.67 µM], TexasRed fluor -8%, Tau fluor counter -13% and Tau FP inhib 1%.
COc1cc(OC)cc(C(=O)Nc2cccc(-c3ccc4nncn4n3)c2)c1 was read as Epigenetic derep 2.1%, GLA spleen mod 10%, TRb SRC2 PPI -1%, CBFb-RUNX1 inh 5%, NPSR antagonist -20%, TexasRed fluor 0%, Tau fluor counter -2% and Tau FP inhib -10%.
COC(=O)Cn1cnc2c(nnn2Cc2ccc(Cl)cc2)c1=O was read as Epigenetic derep -0.1%, GLA spleen mod 7%, TRb SRC2 PPI -22%, CBFb-RUNX1 inh -1%, NPSR antagonist 12%[46.1 µM], TexasRed fluor 2%, Tau fluor counter -5% and Tau FP inhib 1%.
For CCOC(=O)c1cnc(SC)nc1Oc1cccc(NC(=O)c2ccc(Cl)cc2)c1 the results were Epigenetic derep 5.2%, GLA spleen mod -3%, TRb SRC2 PPI -9%, CBFb-RUNX1 inh -1%, NPSR antagonist 12%[46.1 µM], TexasRed fluor 0%, Tau fluor counter -6% and Tau FP inhib -3%.
Screening CC(=O)OC(C(=O)N1CCN(c2ccccc2F)CC1)c1ccccc1 (stereo unspecified) returned Epigenetic derep -0.9%, GLA spleen mod -2%, TRb SRC2 PPI -8%, CBFb-RUNX1 inh 1%, NPSR antagonist -13%[46.1 µM], TexasRed fluor -1%, Tau fluor counter -4% and Tau FP inhib 1%.
O=C(c1ccc(N2CCN(C3CC(=O)N(Cc4cccs4)C3=O)CC2)cc1)c1cccnc1 (stereo unspecified) was read as Epigenetic derep -1.5%, GLA spleen mod -13%, TRb SRC2 PPI -5%, CBFb-RUNX1 inh 3%, NPSR antagonist -11%, TexasRed fluor -2%, Tau fluor counter -13% and Tau FP inhib 8%.
`O=C1NC2(CCCc3ccccc32)C(=O)N1Cc1nnc(-c2ccccc2Br)o1` (stereo unspecified) gave Epigenetic derep -9.0%, GLA spleen mod 1%, TRb SRC2 PPI -18%, CBFb-RUNX1 inh -2%, NPSR antagonist -24%[46.1 µM], TexasRed fluor 2%, Tau fluor counter -6% and Tau FP inhib 6%.
`CC(Cc1cccs1)NC(=O)Nc1ccccc1` (stereo unspecified) gave Epigenetic derep -0.8%, GLA spleen mod 1%, TRb SRC2 PPI 4%, CBFb-RUNX1 inh 3%, NPSR antagonist 0%[46.1 µM], TexasRed fluor -1%, Tau fluor counter -3% and Tau FP inhib 2%.
`CC(=O)Nc1ccc(NC(=O)CSC2=NCCS2)cc1` gave Epigenetic derep 2.2%, GLA spleen mod 7%, TRb SRC2 PPI 0%, CBFb-RUNX1 inh 6%, NPSR antagonist 9%[46.1 µM], TexasRed fluor -3%, Tau fluor counter -6% and Tau FP inhib -13%.
For COc1ccc(NC(=O)N2CCN(Cc3nc4ccc(C)cc4o3)CC2)cc1OC the results were Epigenetic derep -1.6%, TRb SRC2 PPI 2%, TexasRed fluor -1%, Tau fluor counter -2% and Tau FP inhib 10%.
`O=C(Nc1cccc(F)c1)C1CCCN(S(=O)(=O)c2cccc3cccnc23)C1` (stereo unspecified) gave Epigenetic derep -0.2%, TRb SRC2 PPI 6%, TexasRed fluor -2%, Tau fluor counter -21% and Tau FP inhib -3%.
O=C(Nc1ccc(F)c([N+](=O)[O-])c1)c1cccs1 was read as Epigenetic derep -2.6%, GLA spleen mod -14%, TRb SRC2 PPI 10%, CBFb-RUNX1 inh 0%, NPSR antagonist -17%, TexasRed fluor -8%, Tau fluor counter -12% and Tau FP inhib 12%.
For Cc1ccc(-n2c(C)cc(C(=O)CN3CCCCC3)c2C)cc1 the results were Epigenetic derep -1.1%, GLA spleen mod 1%, TRb SRC2 PPI -4%, CBFb-RUNX1 inh -6%, NPSR antagonist 13%, TexasRed fluor 0%, Tau fluor counter 9% and Tau FP inhib -1%.
For Cc1ccc(C)c(Cn2c(=O)n(Cc3ccc(C(=O)NC4CCN(Cc5ccccc5)CC4)cc3)c(=O)c3ccccc32)c1 the results were Epigenetic derep -0.1%, TRb SRC2 PPI 3%, TexasRed fluor 7%, Tau fluor counter -13% and Tau FP inhib -2%.
CCOc1ccc(S(=O)(=O)N(CC(=O)NCc2ccccc2OC)c2ccccc2)cc1 was read as Epigenetic derep -1.6%, TRb SRC2 PPI 5%, TexasRed fluor -1%, Tau fluor counter -2% and Tau FP inhib 1%.
Screening CCCSc1nnc2c(n1)OC(c1cccs1)Nc1ccc(Br)cc1-2 (stereo unspecified) returned Epigenetic derep 3.1%, TRb SRC2 PPI 4%, TexasRed fluor -3%, Tau fluor counter -3% and Tau FP inhib 6%.
For O=c1ccc2c(OCCCCOc3ccccc3)c3ccoc3cc2o1 the results were GLA spleen mod 18%, TRb SRC2 PPI -14%, CBFb-RUNX1 inh inconclusive and TexasRed fluor inconclusive.
Cc1ccc2c(c1)nnn2C1CCN(CC(=O)N2CCN(c3ccc(F)cc3)CC2)CC1 was read as Epigenetic derep 0.0%, GLA spleen mod -2%, TRb SRC2 PPI -2%, CBFb-RUNX1 inh 0%, NPSR antagonist -18%[46.1 µM], TexasRed fluor -7%, Tau fluor counter -10% and Tau FP inhib 3%.
For CCCc1ccc(-c2csc(NC(=O)Cc3cccs3)n2)cc1 the results were Epigenetic derep -0.4%, GLA spleen mod 1%, TRb SRC2 PPI -3%, CBFb-RUNX1 inh 1%, NPSR antagonist -9%[46.1 µM], TexasRed fluor 0%, Tau fluor counter -12% and Tau FP inhib -6%.
COc1ccc(Sc2nc(-c3ccccc3)ncc2OC)cc1 was read as Epigenetic derep 3.9%, GLA spleen mod 1%, TRb SRC2 PPI 7%, CBFb-RUNX1 inh 3%, NPSR antagonist -11%, TexasRed fluor -2%, Tau fluor counter -19% and Tau FP inhib inconclusive.
Cc1cc(C)c([N+](=O)[O-])cc1-c1ccc(/C=N/NC(=O)c2nonc2N)o1 was read as Epigenetic derep 0.7%, GLA spleen mod -2%, TRb SRC2 PPI 0%, CBFb-RUNX1 inh -5%, NPSR antagonist inconclusive, TexasRed fluor 1%, Tau fluor counter inconclusive and Tau FP inhib 1%.
COc1ccc(Cn2c(C)nc3oc4cc(OC)ccc4c(=O)c3c2=O)cc1 was read as Epigenetic derep 2.9%, GLA spleen mod -2%, TRb SRC2 PPI 8%, CBFb-RUNX1 inh 0%, NPSR antagonist -3%[46.1 µM], TexasRed fluor 3%, Tau fluor counter 7% and Tau FP inhib 4%.
For COCCNc1oc(-c2ccc(Cl)cc2)nc1C#N the results were Epigenetic derep 0.0%, GLA spleen mod 0%, TRb SRC2 PPI 3%, CBFb-RUNX1 inh -2%, NPSR antagonist 4%[46.1 µM], TexasRed fluor -2%, Tau fluor counter -13% and Tau FP inhib 3%.
For N#C/C(C(=O)Oc1ccccc1)=C1\C=Cc2ccccc2N1 the results were Epigenetic derep 2.7%, GLA spleen mod 9%, TRb SRC2 PPI -7%, CBFb-RUNX1 inh inconclusive, NPSR antagonist -28%[46.1 µM], TexasRed fluor -5%, Tau fluor counter -16% and Tau FP inhib inconclusive.
Screening O=C(CNC(=O)c1ccc(Cl)cc1)OCc1nc2ccccc2s1 returned Epigenetic derep -1.0%, GLA spleen mod 9%, TRb SRC2 PPI 9%, CBFb-RUNX1 inh 1%, NPSR antagonist 22%, TexasRed fluor 1%, Tau fluor counter -10% and Tau FP inhib -7%.
For CC/C(=N\NC(=S)NC(C)C)c1ccc(OC(F)F)cc1 the results were Epigenetic derep 1.1%, GLA spleen mod -3%, TRb SRC2 PPI 1%, CBFb-RUNX1 inh -11%, NPSR antagonist -40%, TexasRed fluor 0%, Tau fluor counter -14% and Tau FP inhib 0%.

Pulled by structure from the list above:
`O=C1NC2(CCCc3ccccc32)C(=O)N1Cc1nnc(-c2ccccc2Br)o1` (stereo unspecified) gave Epigenetic derep -9.0%, GLA spleen mod 1%, TRb SRC2 PPI -18%, CBFb-RUNX1 inh -2%, NPSR antagonist -24%[46.1 µM], TexasRed fluor 2%, Tau fluor counter -6% and Tau FP inhib 6%.
For Oc1ccc2ccccc2c1CN1CCN(c2ccccc2F)CC1 the results were Epigenetic derep 0.0%, GLA spleen mod 2%, TRb SRC2 PPI -4%, CBFb-RUNX1 inh 3%, NPSR antagonist -32%, TexasRed fluor -1%, Tau fluor counter inconclusive and Tau FP inhib 7%.
